Screening data deposited in PubChem by National Center for Advancing Translational Sciences (NCATS).
Sm TGR inh – blocks Schistosoma mansoni thioredoxin glutathione reductase. purified TGR, DTNB reduction, TNB absorbance 405 nm. Potency, µM (highest dose often 114 µM), without a hit: top-dose activity change, negative = inhibition, most hits filed as inhibitors. 3% of 360,000 active. AID 485364; further: potency means the concentration at half of the fitted maximal effect; nearly all actives have a fitted effect of over 60% in size
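Kinetic colorimetric format: TGR-catalysed, NADPH-driven DTNB reduction monitored via TNB absorbance. Enzyme dispensed at 20 nM; compound exposure 15 min at room temperature before reaction start.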
HCMV antiviral – inhibitors of human cytomegalovirus; HFF cells, HCMV-luciferase reporter, 72 h; active compounds read low; activity change, negative = inhibition, % at 57.5 µM; 4.5% of 410,000 active; AID 1259415; in the data active means activity change below about -60%; inconclusive means no clear call, values can overlap the other calls; inactive means above about -39%
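Inhibition of viral replication was scored as loss of reporter luminescence in HFFs infected with HCMV-luciferase (MOI 1 PFU/cell) for 72 h; compounds tested at 2 doses, normalized to buffer and Salinomycin controls.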
AMA1-RON2 inh – inhibitors of Plasmodium falciparum AMA1-RON2 interaction; 0.2% of 360,000 active; AlphaScreen AMA1-biotinylated RON2 peptide binding; Potency, µM (top dose mostly 58.2 µM), inactives show at the highest dose activity change, negative = inhibition, actives largely listed as inhibitors;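 further: potency means the concentration at half of the fitted maximal effect; 0% = vehicle wells and -100% = peptide control; nearly all actives have a fitted effect of over 45% in size; some results filed as inactive show a strong effect at the top dose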
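AMA1 (3D7) with his tag at 25 nM final met compounds first, then biotinylated RON2 peptide at 25 nM; detection used donor plus acceptor beads, 10 µg/mL apiece, read by AlphaScreen after 30 min at room temperature.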
AmpC inh detg – inhibitors of E. coli AmpC beta-lactamase with detergent | Potency, µM (highest dose often 114 µM), inactives show at the top dose activity change, negative = inhibition, usual class: inhibitors | 0.041% of 370,000 active | P00811 | AmpC hydrolysis of nitrocefin, absorbance 480 nm, 0.01% Triton | AID 485294;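 further: potency means the concentration at half of the fitted maximal effect; 0% = no-compound wells and -100% = no-enzyme wells; nearly all actives have a fitted effect of over 25% in size; some results filed as inactive show a strong effect at the top dose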
Target sequence (P00811 whole entry, looked up): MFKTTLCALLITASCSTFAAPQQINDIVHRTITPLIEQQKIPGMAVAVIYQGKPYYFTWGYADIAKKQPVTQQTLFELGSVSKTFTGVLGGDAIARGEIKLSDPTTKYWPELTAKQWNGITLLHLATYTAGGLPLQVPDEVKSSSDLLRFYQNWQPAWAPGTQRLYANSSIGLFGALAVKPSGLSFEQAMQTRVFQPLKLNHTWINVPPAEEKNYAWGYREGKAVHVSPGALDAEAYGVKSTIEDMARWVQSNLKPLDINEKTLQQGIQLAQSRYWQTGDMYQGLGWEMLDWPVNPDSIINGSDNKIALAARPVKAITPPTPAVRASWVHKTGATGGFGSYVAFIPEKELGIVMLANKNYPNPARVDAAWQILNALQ
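AmpC (5.3 nM in the dispensed reagent) in 20 mM phosphate pH 7.0 with 0.01% (detergent screen) or 0.0001% Triton X-100 was preincubated with compounds for 15 min at room temperature. Nitrocefin was then added from an 800 uM solution, and hydrolysis was followed at 480 nm.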
HCV inhibitor – inhibitors of hepatitis C virus infection | 3.4% of 340,000 active | Potency, µM (doses to about 41.8 µM), for inactives: top-dose activity change, negative = inhibition, most hits filed as inhibitors | Huh7.5.1 HCVcc-Cre infection, luciferase reporter, 44 h; further: potency means the concentration at half of the fitted maximal effect
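Seed cells (1,000/well) for 4 h; treat with compound and infect with HCVcc-Cre, moi about 0.5. Incubate 44 h, then detect luciferase activity.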
Giardia FBPA inh – blocks Giardia fructose-bisphosphate aldolase activity; 0.71% of 290,000 active; Potency, µM (doses to about 59.6 µM), for the others: at the top dose activity, negative = inhibition, most hits filed as inhibitors; AID 2451; purified Giardia FBPA; A8B2U2; further: potency means the concentration at half of the fitted maximal effect; nearly all actives have a fitted effect of over 55% in size
Target sequence (A8B2U2 whole entry, looked up): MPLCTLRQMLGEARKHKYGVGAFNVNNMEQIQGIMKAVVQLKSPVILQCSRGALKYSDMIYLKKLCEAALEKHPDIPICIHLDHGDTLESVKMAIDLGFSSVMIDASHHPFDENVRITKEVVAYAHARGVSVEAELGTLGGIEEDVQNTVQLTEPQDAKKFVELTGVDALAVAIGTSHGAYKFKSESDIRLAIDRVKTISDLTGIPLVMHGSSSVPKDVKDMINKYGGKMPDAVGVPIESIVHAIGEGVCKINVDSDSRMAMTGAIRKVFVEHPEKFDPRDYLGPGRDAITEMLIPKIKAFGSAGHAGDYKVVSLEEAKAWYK
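40 nM FBPA preincubated 10 min at RT with compound (up to 57.5 uM final), then substrate plus GAPDH/TPI/NAD/arsenate coupling and diaphorase/resazurin added. Fluorescence read after 20 min at RT, 525/598 nm.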
* marks the source's active call; other numbers are inactive results; ? = inconclusive; / = not tested or not shown; [ ] = remark or other dose. Unless noted, the call rests on the fitted dose curve; in most records, active means well fitted curve in the direction sought with a large enough effect; inconclusive means small, poorly fitted or top-dose-only effect, or another doubt; inactive means no such curve, though single readings can be large; an effect the other way counts as inactive or inconclusive. Unless noted, on the % scale 0 is the no-effect control and ±100 the full control effect.

SMILES	Sm TGR inh	HCMV antiviral	AMA1-RON2 inh	AmpC inh detg	HCV inhibitor	Giardia FBPA inh
COc1ccccc1N1CCN(C(=O)C2c3ccccc3Oc3ccccc32)CC1	-8.6%	?	-11.8%	-5.5%	?	-0.9%
COc1cc(C(=O)OCCCN(C)C)cc(OC)c1OC	-2.9%	-29.7	-1.9%	-8.7%	14.2%	-5.0%
Cc1cccc(NC(=S)NCCc2ccccn2)c1	79.7%[activator]	-2.3	6.9%	4.2%	-3.5%	-18.1%
FC(F)Oc1ccc(/C=N/NC(=S)Nc2cc(C(F)(F)F)ccc2Cl)cc1	8.2%	15.8	71.4%[activator]	0.7%	5.5%	6.0%
COc1ccc([C@@H]2CC=C(C(=O)O)[C@H](c3ccc(F)cc3)N2S(=O)(=O)c2ccccc2C)cc1	-9.1%	-6.6	-8.0%	-0.8%	9.0%	/
Cc1cc(C)cc(-n2c(=O)c3sccc3n(CC(=O)NCc3ccco3)c2=O)c1	-1.1%	-23.9	4.8%	2.4%	-6.7%	-1.8%
O=C1C=C(c2ccc(C(=O)O)cc2)C[C@@H](c2ccc(F)cc2)C1	/	20.8	0.0%	/	12.0%	/
CC(=O)Nc1ccc(NC(=O)C(C)OC(=O)C2CCCC2)cc1 (configuration not stated)	-27.8%	-19.0	-5.4%	0.2%	18.4%	/
Cc1cc(C)cc(NC(=O)CC2Oc3ccc(C)cc3NC2=O)c1 (configuration not stated)	-5.2%	-11.7	-3.7%	-14.3%	-5.8%	-15.2%
COc1ccccc1NC(=O)N1CCC(NC(=O)C2CCCCC2)CC1	5.0%	5.6	-14.7%	1.8%	7.3%	5.7%

Ordered by length of the SMILES (smallest number first): 5 of the compounds above.
SMILES	Sm TGR inh	HCMV antiviral	AMA1-RON2 inh	AmpC inh detg	HCV inhibitor	Giardia FBPA inh
Cc1cccc(NC(=S)NCCc2ccccn2)c1	79.7%[activator]	-2.3	6.9%	4.2%	-3.5%	-18.1%
COc1ccccc1NC(=O)N1CCC(NC(=O)C2CCCCC2)CC1	5.0%	5.6	-14.7%	1.8%	7.3%	5.7%
O=C1C=C(c2ccc(C(=O)O)cc2)C[C@@H](c2ccc(F)cc2)C1	/	20.8	0.0%	/	12.0%	/
FC(F)Oc1ccc(/C=N/NC(=S)Nc2cc(C(F)(F)F)ccc2Cl)cc1	8.2%	15.8	71.4%[activator]	0.7%	5.5%	6.0%
Cc1cc(C)cc(-n2c(=O)c3sccc3n(CC(=O)NCc3ccco3)c2=O)c1	-1.1%	-23.9	4.8%	2.4%	-6.7%	-1.8%

Other entries
SMILES	Sm TGR inh	HCMV antiviral	AMA1-RON2 inh	AmpC inh detg	HCV inhibitor	Giardia FBPA inh
CCCCNS(=O)(=O)c1ccc(NC(=O)C2c3ccccc3Oc3ccccc32)cc1	-9.3%	56.5	-4.9%	?	?	4.5%
COc1cc(NC(=O)c2ccccc2[N+](=O)[O-])ccc1NC(=O)c1cc2ccccc2o1	/	-37.1	20.4%	/	?	/
O=[N+]([O-])c1ccccc1CNC(Cc1ccccc1)c1ccccc1 (configuration not stated)	9.1%	-14.6	-1.4%	-6.3%	-7.3%	3.8%
COc1ccc(NC(=O)COC(=O)CN2C(=O)C3CC=CCC3C2=O)c([N+](=O)[O-])c1 (configuration not stated)	/	-21.6	-0.6%	/	16.7%	/
Cc1cc(C)n2cnnc2n1	3.1%	0.6	-0.2%	-1.7%	7.9%	-1.4%
CC1Cc2ccccc2N1S(=O)(=O)c1cccc(C(=O)NCCCn2ccnc2)c1 (configuration not stated)	0.1%	?	-11.3%	-2.3%	-20.1%	-12.4%
Cc1ccc(N(C(=O)c2csnn2)C(C(=O)NC2CCCCC2)c2cccnc2)c(C)c1 (configuration not stated)	-6.3%	-4.5	0.0%	-7.8%	4.7%	-2.1%
COc1cc(NC(=O)C(=O)NNC(=O)C2CCCCC2)c(OC)cc1Cl	7.6%	-0.5	-0.1%	1.3%	-24.9%	-1.5%
O=C(CN1C(=O)c2ccccc2C1=O)NCc1ccncc1	0.2%	-3.3	33.9%[activator]	?	11.7%	0.9%
Cc1ccoc1C(=O)NCCNC(=O)c1occc1C	5.5%	6.1	8.3%	?	-7.0%	/
O=c1oc2c3c(ccc2c2ccccc12)OCN(Cc1ccccc1Cl)C3	?	-18.3	/	13.2%	/	/
COC(=O)CCCC1=CC2=CC(=O)C(C)(OC(=O)C3CCCC3)C(=O)C2=CO1 (configuration not stated)	0.0%	/	-7.1%	-9.2%	-4.2%	?
Cc1ccc(-n2ncc3c(=O)n(-c4ccc(C)c(C)c4)c(-c4ccco4)nc32)cc1	-2.9%	-2.6	-15.0%	-9.0%	3.98µM*	9.6%
Cc1cc(C)c(NC(=O)C2CCCN2C)c(C)c1 (configuration not stated)	-11.1%	-16.0	17.7%	-5.9%	13.9%	3.5%
CC1CCCCN1C(=O)COc1ccc2ccc(=O)oc2c1 (configuration not stated)	8.2%	9.1	-4.2%	1.3%	-16.1%	2.1%
CC1CCCCC1NC(=O)COC(=O)CN1C(=O)c2ccccc2C1=O (configuration not stated)	2.8%	-3.2	-6.3%	-0.4%	-25.1%	/
Cc1cccc(C2c3c(n(C)c(=O)n(C)c3=O)N=C3c4ccccc4C(=O)C32)c1 (configuration not stated)	/	?	-12.3%	/	18.8%	/
O=C(Nc1ccc2c(c1)C(=O)N(c1ccccc1)C2=O)C1CCCO1 (configuration not stated)	-20.6%	2.8	-4.0%	-13.0%	11.1%	0.7%
COCCCNC(=O)CC1C[C@H](C(=O)N(C(C)C)C(C)C)[C@@]2(C)c3[nH]c4ccccc4c3CCN2C1=O (some centres not stated)	/	32.3	-4.1%	/	-2.7%	/
CC12CCC(C(=O)N3CCCCCC3)(OC1=O)C2(C)C (configuration not stated)	1.6%	-25.9	5.4%	2.5%	3.2%	3.8%
CCn1nc(C)cc1C(=O)N1CCCC(N(C)CCc2ccc(OC)c(OC)c2)C1 (configuration not stated)	-28.0%	-5.1	-8.1%	1.8%	14.2%	/
CCN(C(=O)CSc1ccc2ccccc2c1)C1CCS(=O)(=O)C1 (configuration not stated)	-1.0%	-27.9	12.5%[11.6 µM]	-8.9%	6.7%	-1.4%
CC(=O)NC(CC(=O)NCC(c1ccco1)N(C)C)c1ccccc1 (configuration not stated)	-23.1%	10.3	-5.4%	-11.2%	8.1%	-2.1%
CCOc1ccc(S(=O)(=O)NC(Cc2cnc[nH]2)C(=O)O)cc1 (configuration not stated)	0.4%	-37.7	-15.3%	-7.4%	26.6%	-18.2%
Cc1ccc(C(=O)NC(=S)NCC(=O)c2ccccc2)cc1	-25.2%	85.7	30.3%[activator]	3.6%	0.9%	2.9%
COc1ccc(CNc2nc3c(-c4cccc(F)c4)nnn3c3ccccc23)cc1	-12.1%	98.4	/	2.0%	/	/
Cc1ccc(C(=O)C2=C(O)C(=O)N(c3ncccn3)C2c2ccccc2F)o1 (configuration not stated)	?	-32.2	14.9%	6.0%	-3.0%	/
COc1ccc(C(C(=O)NCC2CCCO2)N(C(=O)c2snc(C(N)=O)c2N)c2ccc(C)cc2)cc1OC (configuration not stated)	-3.6%	-27.6	0.4%	-9.1%	-13.7%	1.0%
CC1CN(C(=O)N2CCCCC2)CCN1C(=O)N1CCCCC1 (configuration not stated)	11.7%	25.3	0.0%	2.5%	6.0%	2.5%
CN(CC(=O)Nc1ccccc1Br)c1ncnc2sccc12	9.6%	?	5.6%	-0.5%	?	-8.0%
CC1CCCCN1C(=O)c1ccc(C(=O)c2ccccc2)cc1 (configuration not stated)	/	16.0	-5.2%	/	0.4%	/
Cc1n[nH]c(C)c1S(=O)(=O)N1CCCC(C(=O)Nc2ccc3c(c2)OCCO3)C1 (configuration not stated)	10.3%	/	/	?	/	-2.9%
CCOC(=O)CSc1nncc2ccc(OC)c(OC)c12	-1.5%	-4.2	-4.4%	?	11.6%	0.3%
Cc1nc(CC(=O)Nc2cccc(C)c2C)cs1	1.6%	?	/	-7.4%	/	/
O=C(Nc1cc(F)cc(F)c1)c1ccc(NCCc2ccccc2)c([N+](=O)[O-])c1	2.1%	-7.9	-17.2%	-3.2%	2.0%	-0.9%
N#CCn1c2ccccc2c2nc3ccccc3nc21	3.0%	-13.0	4.0%	-0.1%	?	-2.6%
COc1ccc(CCNC(=O)c2cc3c(=O)n4ccccc4nc3n(CCCN3CCOCC3)c2=N)cc1OC	-2.4%	?	-16.2%	-6.7%	?	/
Cc1cccc(C(=O)Nc2cccc(C(=O)OCc3cc(=O)n4ccsc4n3)c2)c1	1.5%	25.5	/	2.6%	/	/
Cc1onc(-c2ccccc2Cl)c1C(=O)N1CCN(C)CC1	9.0%	-2.2	18.9%	-2.0%	11.1%	6.6%
CC(C)COC(=O)C(C)Nc1n[nH]c(=S)[nH]c1=O (configuration not stated)	0.1%	-17.0	85.4%[activator]	-0.3%	3.9%	0.3%

Among those listed so far, two contain a thiophene ring, fused or not.
SMILES	Sm TGR inh	HCMV antiviral	AMA1-RON2 inh	AmpC inh detg	HCV inhibitor	Giardia FBPA inh
Cc1cc(C)cc(-n2c(=O)c3sccc3n(CC(=O)NCc3ccco3)c2=O)c1	-1.1%	-23.9	4.8%	2.4%	-6.7%	-1.8%
CN(CC(=O)Nc1ccccc1Br)c1ncnc2sccc12	9.6%	?	5.6%	-0.5%	?	-8.0%

(more compounds)
SMILES	Sm TGR inh	HCMV antiviral	AMA1-RON2 inh	AmpC inh detg	HCV inhibitor	Giardia FBPA inh
CCC(C)Sc1nc2ccccc2c(=O)[nH]1 (configuration not stated)	6.8%	-5.7	5.9%	?	20.2%	-7.9%
Cc1ccc(SCC(=O)NNC(=O)c2cncc(Br)c2)cc1	/	?	83.5%[activator]	/	6.3%	/
CCOC(=O)CC1C(=O)NCCN1Cc1cccs1 (configuration not stated)	1.6%	8.2	-4.9%	-6.7%	7.9%	2.3%
COc1ccc(OCCC(=O)Nc2cc3c(cc2C(=O)O)OCCCO3)cc1	-6.8%	-9.4	4.2%	0.0%	41.7%[activator]	/
COc1ccc(/C=N/NC(=O)c2ccoc2C)cc1COc1ccc(Cl)cc1	8.0%	25.9	-6.6%	0.2%	?	10.3%
CCN1C(=O)[C@@H]2[C@@H](c3ccc(-c4ccc(Cl)c(Cl)c4)cc3)N3CCCC[C@@]3(C(=O)OC)[C@@H]2C1=O	-13.8%	2.2	-4.2%	-8.0%	13.6%	/
O=C(O)C1CCCN(S(=O)(=O)c2cccs2)C1 (configuration not stated)	-21.6%	-14.9	-18.7%	-9.2%	7.6%	0.1%
Cc1ccc(C2CC(c3cccs3)=NN2C(=O)c2ccco2)o1 (configuration not stated)	?	-18.3	-15.5%	0.2%	-1.3%	-16.2%
Cc1ccc(/C=C/C(=O)OCC(=O)NC(C)c2ccccc2)o1 (configuration not stated)	35.5µM*	24.6	1.8%	-4.6%	-4.7%	/
COc1ccc(-c2ccc(-c3nnn(CC(C)=O)n3)cc2)cc1	-0.2%	?	-2.1%	-8.0%	-12.5%	0.4%
O=C(NC1CCC(O)CC1)c1cc(-c2ccc(Cl)cc2)nc2ccccc12 (configuration not stated)	-4.3%	24.3	-11.8%	?	-6.5%	/
